High-throughput results from PubChem.
RAM inhibit – yeast RAM network inhibition | inhibition, % at 50 µM | hit rate 1.8% among 190,000 | S. cerevisiae dse1pr::URA3 reporter, 5-FOA growth OD615, 2 d; analog-sensitive cbk1-as2 kinase mutant strain;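 active means inhibition above a set limit, 3 SD over mean compound inhibition, cut at about 8.4% in these data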;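 further: 0% = DMSO-only wells with no growth and 100% = 10 µM 1-NA-PP1 full growth; inhibition rescues growth on 5-FOA so higher OD means more RAM inhibition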
L major viab – reduces viability of Leishmania major promastigotes; resazurin fluorescence viability; inhibition, % at 10 µM; hit rate 9% among 200,000; AID 1063; in the data active means inhibition above about 50%;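 further: promastigotes grown with compound for 44 hours at 28 °C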
PMI act hi M6P – activators of human phosphomannose isomerase at near-saturating mannose 6-phosphate; hit rate 0.34% among 190,000; activation factor at 20 µM; coupled PMI enzyme assay, resazurin fluorescence, 20 min; active compounds read high; 1 = untreated enzyme, 0 = substrate-free blank;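 active means activation factor of 2 or more at 20 µM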
Target sequence (P34949 whole entry, looked up): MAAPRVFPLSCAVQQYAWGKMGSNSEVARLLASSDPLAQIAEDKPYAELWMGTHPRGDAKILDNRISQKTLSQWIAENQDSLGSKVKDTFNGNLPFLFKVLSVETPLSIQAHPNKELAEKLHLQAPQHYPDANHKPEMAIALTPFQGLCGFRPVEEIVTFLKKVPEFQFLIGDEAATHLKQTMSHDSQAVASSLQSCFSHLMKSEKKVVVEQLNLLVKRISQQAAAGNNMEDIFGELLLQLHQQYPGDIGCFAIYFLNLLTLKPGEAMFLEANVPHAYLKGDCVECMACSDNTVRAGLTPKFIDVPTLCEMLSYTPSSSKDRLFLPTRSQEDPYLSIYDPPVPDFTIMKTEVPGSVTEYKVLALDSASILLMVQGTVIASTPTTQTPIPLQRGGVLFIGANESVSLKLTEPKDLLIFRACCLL
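Test system: human phosphomannose isomerase with PGI, G6PDH, diaphorase coupling enzymes / Doses: 20 µM compound, 1% DMSO / Times: enzyme reaction with compound 20 min at room temperature / Measured by: Diaphorase-driven resazurin-to-resorufin fluorescence, excitation 544, emission 590 nm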
TNAP inh noacc – inhibitors of human TNAP without phosphate acceptor | P05186 | purified TNAP, CDP-star luminescence, 30 min | inhibition, % at 20 µM | hit rate 0.26% among 200,000 | AID 1012;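 active means tissue-nonspecific alkaline phosphatase inhibition above about 50% at 20 µM in the single-dose screen, limit read from the data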;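 further: 0% = DMSO negative control and 100% = EDTA positive control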
DTT redox prof – compounds producing H2O2 with reducing agent – biochemical, NIH compound library profiling, artefact control for MLSCN library redox annotation, primary screen; DTT-dependent redox cycling H2O2, phenol red/HRP absorbance; 100% = 100 µM peroxide control, 0% = buffer; activation, % at 10 µM; hit rate 0.03% among 200,000;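 active means activation of at least 50% relative to the plate's high and low controls in the primary single-dose screen; inactive means activation below 50%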;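 further: compound incubated with DTT at 0.8 mM final as the reducing agent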
Hsp70 activator – Hsp70 transcriptional activation, primary screen; HeLa Hsp70 promoter luciferase reporter, luminescence; scaled: vehicle 0, proteasome-inhibitor control 100%; activation, % at 10 µM; hit rate 0.04% among 200,000; AID 1203;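 active means activation above the mean across all tested compounds plus 3 SD, cutoff set per campaign, cut at about 5.5% in these data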;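 further: 100% = MG132 at 30 µM as the positive control and 0% = DMSO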
PMI activator – phosphomannose isomerase (human) activation. purified human PMI, coupled resazurin fluorescence, 20 min; active compounds read high; 1 = vehicle control, 0 substrate-free wells. activation factor at 20 µM. hit rate 0.005% among 190,000. AID 1214;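 active means activation factor of 2 or more at 20 µM, relative to plate controls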
HMGR II inh – blocks class II HMG-CoA reductase of Enterococcus faecalis | purified E. faecalis HMGR, NADPH absorbance 340 nm kinetic | inhibition, % at 10 µM | hit rate 0.41% among 190,000;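 active means inhibition above a set limit, the median over all tested compounds plus 3 SD, cut at about 9.5% in these data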;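 further: enzyme runs in reverse so mevalonate oxidation gives rising NADPH absorbance; 0% = complete reaction with DMSO and 100% = background rate lacking mevalonate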
TNAP inh hiacc – TNAP (human) inhibition, high acceptor | purified TNAP, CDP-star luminescence, 1 M DEA | inhibition, % at 20 µM | hit rate 0.03% among 200,000;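 active means over 50% inhibition of tissue-nonspecific alkaline phosphatase at 20 µM in the single-dose screen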;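 further: plate controls were DMSO wells for no effect and EDTA-quenched wells as full inhibition for full effect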
S1P3 antagonist – blocks the human S1P3 receptor; Q99500; CHO S1P3 NFAT-BLA reporter, FRET fluorescence, antagonist mode; inhibition, % at 4.98 µM; hit rate 0.27% among 170,000;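 active means inhibition above the plate cutoff, the mean inhibition of test wells on that plate plus 3 SD, cut at about 28% in these data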;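 further: cells challenged with S1P at its EC80 of 0.8 µM; blue over green emission ratio from cleaved BLA substrate after 4 h stimulation; 0% = S1P-stimulated wells and 100% = unstimulated DMSO-only wells; some compounds past the cut are filed as inactive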
Target sequence (Q99500 whole entry, looked up): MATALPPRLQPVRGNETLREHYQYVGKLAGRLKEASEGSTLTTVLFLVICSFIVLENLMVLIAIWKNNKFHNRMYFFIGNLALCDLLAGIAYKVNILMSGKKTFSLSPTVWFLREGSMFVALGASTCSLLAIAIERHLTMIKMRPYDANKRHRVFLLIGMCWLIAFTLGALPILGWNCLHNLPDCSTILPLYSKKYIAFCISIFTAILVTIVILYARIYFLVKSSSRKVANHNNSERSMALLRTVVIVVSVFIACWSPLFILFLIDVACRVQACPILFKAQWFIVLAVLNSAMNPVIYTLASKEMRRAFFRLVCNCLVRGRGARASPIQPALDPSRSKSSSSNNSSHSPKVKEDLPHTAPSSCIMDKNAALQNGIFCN
An asterisk follows results filed as active; nt = not tested or not shown; & = joins results of further samples.

SMILES	RAM inhibit	L major viab	PMI act hi M6P	TNAP inh noacc	DTT redox prof	Hsp70 activator	PMI activator	HMGR II inh	TNAP inh hiacc	S1P3 antagonist
O=C(NCCSc1ccc(Cl)cc1)c1ccc(CN2CCOCC2)cc1	0.8	38	0.9	-10	11	-0.3	0.8	-1	0	-6
CN1CCN(NC(=O)Nc2cccc(Cl)c2Cl)CC1	0.9	-3	1.1	-9	-1.1	-0.3	1.1	2	-2	-10
O=C(CCCN1C(=O)c2ccccc2C1=O)N1CCN(c2ccccn2)CC1	0.0	5	1	-12	0.7	-0.2	1	1	-1	-18
Fc1ccc(CSc2nnc3ccc(-c4ccncc4)nn23)cc1	2.2	15	1	-1	-1.8	0.0	1	-1	4	1
COc1cc(/C=N\NC(=O)c2ccc(Cn3nc([N+](=O)[O-])c(Cl)c3C)o2)ccc1O	2.3	18	1	-12	-0.5	-0.5	1	0	4	nt
CCn1c(COc2ccc3c(c2)CCCC3)nnc1SCC(=O)Nc1ccc(C(=O)OC)cc1	3.8	2	1	-7	0.6	-0.3	1	-4	0	-13
COc1cc(CNCc2cccs2)ccc1OCC(=O)NC(C)(C)C	1.7	89*	1.1	-6	-2.6	-0.5	1	0	0	nt
Cc1cc(OCC(C)C)ccc1/C(O)=C1/C(=O)C(=O)N(Cc2cccnc2)C1c1ccncc1 (centres undefined)	2.0	-15	1.3	-3	2.4	-0.2	1.3	-6	0	nt
CCCCNC(=O)CC(NS(=O)(=O)c1ccc(C)cc1)c1ccco1 (centres undefined)	0.8	-7	1	-10	-0.3	-0.2	1	-5	-2	nt
COc1ccccc1/C=C/C=N/N1CCN(Cc2ccc(Cl)cc2)CC1	0.1	85*	0.8	-10	-4.0	-0.4	0.9	-4	-7	nt
CN(C)c1ccc(C(=O)N2CC(=O)N(CCc3ccccc3)C(=O)C2)cc1	1.6	-4	1	-14	0.2	-0.4	1	1	-1	-16
COc1cc(CNCCN(C)C)ccc1OCc1c(F)cccc1Cl	0.5	67*	0.9	-6	0.5	-0.2	1	-11	-5	-2
COc1cccc(NC(=S)/C(=C(\[O-])c2ccc(C)c([N+](=O)[O-])c2)[n+]2ccccc2)c1	1.5	15	1	6	0.6	-0.3	1	6	1	nt
COc1ccc(-c2cc(C(F)(F)F)c(C#N)c(SCC(=O)Nc3nc(C)co3)n2)cc1	1.4	-8	0.9	-8	-2.8	0.4	1.1	2	-3	nt
CC(/C=N/Nc1nc(C)cc(=O)[nH]1)=C\c1ccccc1	0.4	-7	1.8	-24	0.6	0.2	1.5	4	-4	-31
N#Cc1ccc(Oc2nc(C(N)=O)cc(-c3ccccc3)n2)cc1	2.2	-4	0.9	-8	1.9	-0.1	0.9	-2	-3	nt
COC(=O)CNC(c1ccccc1)c1cc(Br)ccc1NC(=O)CNC(=O)OCc1ccccc1 (centres undefined)	-0.1	4	0.9	-18	-1.3	-0.1	0.8	-6	-1	-15
COc1ccc(C2(CNC(=O)Cc3ccc(OC)c(OC)c3)CCCC2)cc1	1.0	0	1	4	-0.1	0.3	1	0	0	6
CCCCSCCCNC(=O)CS(=O)Cc1nc(-c2cccc(C)c2)oc1C (centres undefined)	4.2	-9	0.8	-3	-4.2	-0.1	0.8	0	0	2
Cc1cc(C(C)(C)C)oc1C(=O)N(CC(=O)NC1CCCC1)c1cccc(C(F)(F)F)c1	4.6	18	0.8	-7	0.0	-0.2	0.8	0	0	nt
COc1ccc(N=Nc2nc3ccc(Br)cc3n2C)cc1	1.1	-4	2.2*	14	1.5	0.1	1.4	1	14	nt
COC(=O)CCC(=O)N1CCCC(CNS(=O)(=O)c2ccc(OC)cc2)C1 (centres undefined)	1.4	-1	1	-9	-0.2	-0.1	0.9	-4	-7	-19
Cc1ccc(N2C(=O)[C@@H]3[C@H](C2=O)C2c4ccccc4C=CN2[C@@H]3C(=O)c2ccco2)cc1 (some centres undefined)	0.6	-1	1.1	-16	-0.2	0.2	1.2	0	-2	2
CN1CCN(C(=S)NC(=O)c2ccc(-c3ccccc3)cc2)CC1	-0.6	-9	1	-8	-0.2	0.1	1	-7	-2	-8
COc1ccc(C)cc1S(=O)(=O)Nc1ccncc1	0.4	-3	0.9	-3	1.5	0.0	1.1	2	-2	1
SMILES	RAM inhibit	L major viab	PMI act hi M6P	TNAP inh noacc	DTT redox prof	Hsp70 activator	PMI activator	HMGR II inh	TNAP inh hiacc	S1P3 antagonist
COc1ccccc1CN(Cc1ccco1)S(=O)(=O)c1ccc(-n2cnnn2)c(OC)c1	0.8	73*	1	-11	12	-0.3	0.9	5	-6	33
COCCNC(=O)CCc1nnc(Cc2ccc(-c3ccccc3)cc2)o1	-0.1	2	0.8	-10	-1.0	0.2	0.9	2	-5	-3
CCCCCCC1CCC(C(=O)NC(CCSC)C(=O)NC(C(=O)OC)C(C)C)CC1 (centres undefined)	6.2	5	1.1	-8	-0.1	-0.1	1.1	-2	-13	nt
CC(=O)Nc1ccc(Sc2ncnc3scc(-c4ccccc4)c23)cc1	4.7	1	0.9	2	0.0	-0.2	0.8	3	3	-8
CCCc1cc(=O)[nH]c(SCCOC(=O)c2ccccc2)n1	0.7	3	0.9	4	0.0	-0.2	0.9	0	0	nt
CSc1ccc(CN(C)CC(=O)Nc2ccc(NC(C)=O)cc2)cc1	0.4	-3	1	-6	-0.8	-0.2	1	-1	-5	8
CCCCn1ccnc1C(=O)c1cccc(S(=O)(=O)N2c3ccccc3CC2C)c1 (centres undefined)	11*	1	1	2	2.0	-0.3	0.9	-7	-8	-1
COc1cc(NC(=O)COC(=O)CSc2cc(C)ccc2C)c(C)cc1[N+](=O)[O-]	5.3	-3	1	-5	0.2	-0.3	0.9	-7	0	-9
COC(=O)c1cc(NC(=O)/C=C/c2ccccc2)ccc1O	-0.2	-1	0.9	-7	-1.4	0.2	0.9	-5	-5	-3
CCO[C@H]1OC(C(=O)NCc2ccccc2)=C[C@@H](c2ccc(C(F)(F)F)cc2)[C@@H]1CCCO	2.9	53*	0.9	-4	-1.1	0.0	0.9	-4	-1	-14
COc1ccc(C(=O)N/C(=C\c2ccco2)C(=O)NCCCn2ccnc2)cc1	-0.2	-2	1	1	-0.3	-0.3	1	-1	-5	-14
CCCC(=O)Nc1ccc(C(=O)NCCc2ccc(F)cc2)cc1	-0.8	-2	0.9	-29	0.2	-0.3	0.8	-1	-1	17
Cc1cc(C(=O)Nc2cccnc2)cs1	0.6	1	0.9	-10	-5.0	-0.4	0.9	0	-2	-7
O=[N+]([O-])c1cc([N+](=O)[O-])c2n[nH]c(-c3ccccc3)c2c1	1.8	98*	1	-4	-0.4	-0.2	1	-2	7	2
CC1(C)CC(C(=O)NCCC(c2ccccc2)c2ccco2)CCO1 (centres undefined)	1.4	-2	1.1	-11	0.8	-0.3	1	-6	0	7
Cc1ccc(OCCNS(=O)(=O)c2ccc(N3CCCC3=O)cc2)cc1	1.8	-6	1	-9	0.6	-0.2	1	-8	1	nt
Cc1ccc(S(=O)(=O)Nc2c(C)n(C)n(-c3ccccc3)c2=O)cc1	2.0&1.7	-9&31	1.1&1.1	-10&-15	-0.6&0.5	0.0&-0.5	1&1	-12&1	-3&-8	-1
O=C(O)CCC(=O)Nc1cccc(C(=O)Nc2ccc(Br)cc2)c1	4.9	-7	1.1	-4	-1.1	0.0	1.1	-2	0	-13
N#Cc1c(N)sc2c1CCN(C(=O)OCc1ccccc1)C2	6.8	2	0.8	-15	0.6	0.1	0.7	-5	-2	0
O=S(=O)(c1cccc(S(=O)(=O)N2CCC(N3CCCCC3)CC2)c1)N1CCOCC1	0.8	1	0.9	-9	0.8	0.1	1	-2	-5	nt
N#C/C(=N\Nc1cccc(F)c1)C(=N)N1CCCCCC1	2.4	29	1.1	4	-1.0	-0.1	1.1	-3	1	9
CC(C)CNS(=O)(=O)c1ccc(S(=O)(=O)N2CCC3(CC2)OCCO3)cc1	1.2	-2	1.1	-2	-0.3	-0.3	1	0	-3	8
CCC(C)NCCOc1ccccc1C (centres undefined)	3.1	18	1.1	1	0.0	0.1	1	-1	-4	0
COC(=O)[C@@]1(Cc2ccc(OC)cc2)[C@H]2c3cc(C(=O)N(C)C)[nH]c3C[C@H]2CN1C(=O)c1ccccc1	0.4	11	0.9	-8	-0.5	-0.1	0.9	-2	-4	-7
O=C(CC1N=C2c3ccccc3N=C(SCc3ccccc3Cl)N2C1=O)NCc1ccco1 (centres undefined)	2.0	17	0.8	-30	2.1	-0.4	0.7	-5	0	-1
SMILES	RAM inhibit	L major viab	PMI act hi M6P	TNAP inh noacc	DTT redox prof	Hsp70 activator	PMI activator	HMGR II inh	TNAP inh hiacc	S1P3 antagonist
Cc1ccccc1Nc1c([N+](=O)[O-])ccc2c1=NC1(CCCCC1)N=2	2.7	-1	0.6	4	-1.1	-0.1	0.8	0	15	nt
CCOC(=O)c1cc2sc(C)cc2n1CC(=O)NCCc1ccccc1	5.7	5	0.9	-10	0.6	-0.1	0.9	-1	-3	nt
CC(C)C1N=C2c3ccccc3N=C(SCc3cc(=O)n4cc(Cl)ccc4n3)N2C1=O (centres undefined)	-0.8	4	0.9	-4	0.2	-0.2	0.9	-3	-2	2
[O-]c1n[n+](-c2ccc(Cl)cc2Cl)cc2ccccc12	-0.2	-1	1	-9	-0.9	0.0	1.1	-4	-5	-1
CCOC(=O)CSCC(NC(=O)OC(C)(C)C)C(=O)OCC (centres undefined)	1.8	-4	1	2	0.3	-0.1	1.1	-3	1	nt
CCOC(=O)C(/C=C(\C#N)C(=O)OCC)=C(/N)N1CCN(c2ccc(OC)cc2)CC1	0.8	-5	1.1	-1	-0.5	0.8	1	-8	-2	nt
Fc1ccc(-n2c(-c3ccc4c(c3)OCO4)n[nH]c2=S)cc1Cl	0.2	-6	1	-37	0.2	0.0	1.1	3	1	-6
O=C(Nc1ccc(-c2nc3ccccc3c(=O)o2)cc1)c1ccco1	0.6	7	1.2	-12	0.4	-0.2	1	5	4	-9
COc1cccc2cc(C(=O)NCC3CCCO3)c(=O)oc12 (centres undefined)	0.1	8	0.9	-2	0.1	-0.1	1	-13	1	nt
Cn1c(-c2ccc(F)cc2)cnc1NCc1ccc(F)cc1	1.9	88*	1	-9	0.7	0.1	0.9	6	0	nt
CCOc1cc(CNC(C)C)c(Cl)cc1OCC(=O)NCCc1ccccc1	1.7	99*	0.9	-8	-0.1	-0.2	0.9	-1	2	nt
O=C1CC(c2ccc(Cl)cc2)SC(N(c2ccccc2)c2ccccc2)=N1 (centres undefined)	2.4	16	0.9	4	-0.6	-0.3	0.9	-3	0	2
N#CCCCn1c(-c2ccccc2)noc1=O	0.0	-8	1	-8	0.8	0.2	1.1	-1	1	-3
COc1cc(/C=N/NC(=O)c2cccnc2)ccc1OS(=O)(=O)c1ccc(F)cc1	-0.2	1	0.9	-11	1.6	-0.1	0.9	-3	-3	nt
